PfHsp90 yeast 2 = growth inhibition of PfHsp90-expressing yeast, primary screen, antimalarial PfHsp90 inhibitor project, S. cerevisiae, BacTiter-Glo luminescence, single point, set 2. BacTiter-Glo ATP, 48 h; yeast lacking PDR1 and PDR3 efflux regulators. inhibition, % at 9.4 µM. 0.32% of 310,000 active. AID 504621, 2011;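 active means every replicate shows inhibition above about 80%, whatever the replicate mean, limit read from the data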;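 further: 0% = DMSO neutral controls and 100% = 20 µM radicicol positive controls; yeast relying on Plasmodium falciparum Hsp90 in place of its own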
MOR-DOR ag = agonists of OPRM1-OPRD1 heterodimerization, primary screen, cell-based, luminescence; Mu-type opioid receptor (Homo sapiens) + Delta-type opioid receptor (Homo sapiens), …; cells; activation, % at 9.3 µM; 0.3% of 340,000 active; AID 504326, 2011; in the data active means activation above about 18%;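 further: 0% = vehicle-treated cells and 100% = reference agonist; values of inactives mirror those of a sister screen read the other way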
PKA-R1A act = activators of PKA-R1A holoenzyme, primary screen, biochemical, fluorescence polarization, Cy5-IP20, bovine R1A, mouse PKAc; cAMP-dependent protein kinase type I-alpha regulatory subunit (Bos taurus) + …; activation, % at 11.4 µM; PKA-R1A dissociation; scaled: DMSO 0%, 113 µM cGMP 100%; AID 504707, 2011; 0.083% of 340,000 active;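 active means percent activation above the mean of all tested compounds plus 3 SD, cut at about 19% in these data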;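 further: higher means more PKAc released from R1A so a rise in polarization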
Pemphigus Ab inh = inhibitors of pemphigus antibody binding to DSG3, primary screen, biochemical, bead-based, flow cytometry, scFv-GFP | Desmoglein-3 (Homo sapiens), P32926 | DSG3-coupled beads, scFv-anti-DSG3-GFP binding; stronger effect = lower value | binding (percent of control), % at 10 µM | 0.48% of 310,000 active | AID 588358, 2011;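 active means binding more than 3 SD below its plate's average and above zero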;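 further: hits lower antibody fragment binding to DSG3; some compounds called inactive have numbers as strong as hits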
Target sequence (P32926 whole entry, looked up, the tested form may be a part): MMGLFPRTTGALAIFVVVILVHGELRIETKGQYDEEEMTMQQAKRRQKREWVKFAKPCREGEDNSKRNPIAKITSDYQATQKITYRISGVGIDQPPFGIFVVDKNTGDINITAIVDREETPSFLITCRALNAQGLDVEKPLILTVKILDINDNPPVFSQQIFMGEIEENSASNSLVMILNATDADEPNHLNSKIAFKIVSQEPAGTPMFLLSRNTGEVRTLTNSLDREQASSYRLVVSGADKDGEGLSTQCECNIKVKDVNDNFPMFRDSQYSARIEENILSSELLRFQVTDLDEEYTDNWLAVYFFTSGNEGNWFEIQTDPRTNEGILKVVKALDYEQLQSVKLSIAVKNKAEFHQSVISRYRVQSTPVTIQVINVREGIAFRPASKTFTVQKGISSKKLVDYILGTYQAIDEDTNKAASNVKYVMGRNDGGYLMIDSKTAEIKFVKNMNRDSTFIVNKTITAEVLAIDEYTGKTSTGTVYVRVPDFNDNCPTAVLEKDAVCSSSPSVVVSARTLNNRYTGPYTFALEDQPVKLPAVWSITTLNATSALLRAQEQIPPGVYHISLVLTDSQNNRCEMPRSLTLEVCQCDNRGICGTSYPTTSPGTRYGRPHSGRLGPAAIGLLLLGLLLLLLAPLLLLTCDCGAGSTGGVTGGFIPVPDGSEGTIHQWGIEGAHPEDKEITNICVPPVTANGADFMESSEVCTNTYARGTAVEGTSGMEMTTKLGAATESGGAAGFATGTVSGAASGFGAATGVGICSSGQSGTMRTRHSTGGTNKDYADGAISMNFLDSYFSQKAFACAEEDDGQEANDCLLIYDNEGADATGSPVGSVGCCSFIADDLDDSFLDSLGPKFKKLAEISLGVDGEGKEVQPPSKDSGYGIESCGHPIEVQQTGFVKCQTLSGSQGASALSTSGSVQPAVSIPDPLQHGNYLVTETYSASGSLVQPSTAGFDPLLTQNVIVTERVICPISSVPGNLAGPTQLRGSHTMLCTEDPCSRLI
OPRM1-OPRD1 inv = inverse agonists of MOR-DOR heterodimerization, primary screen, cell-based, luminescence; Mu-type opioid receptor (Homo sapiens) + Delta-type opioid receptor (Homo sapiens), …; 0.21% of 340,000 active; inhibition, % at 9.3 µM; cell-based MOR-DOR heterodimer luminescence, inverse agonism; in the data active means inhibition above about 22%, passing the limit was not always enough;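 further: 0% = cells with DMSO and 100% = wells without cells with DMSO; values of inactives mirror those of a sister screen read the other way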
AddAB inh = growth inhibition of E. coli expressing H. pylori AddAB, primary screen, AddAB inhibitor project, absorbance. inhibition, % at 11.9 µM. 0.29% of 330,000 active. AID 435030, 2010; in the data active means inhibition above about 12%;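 further: 0% = vehicle wells of infected cells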
HTR5A ag ctr = HTR5A agonists in luminescence cell assay, primary screen, counter-screen for OPRM1-OPRD1 heterodimer agonist project, full-deck HTS; 5-hydroxytryptamine receptor 5A (Homo sapiens), P47898; cell-based; activation, % at 9.3 µM; 0.61% of 340,000 active; AID 504692, 2011; in the data active means activation mostly above about 9.5%, no sharp cut-off; inactive means mostly below about 7.6%;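 further: 0% = cells with vehicle only and 100% = reference agonist; strong numbers were not always called active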
HTR5A inv ag = HTR5A inverse agonists in luminescence cell assay, primary screen, counter-screen for OPRM1-OPRD1 heterodimer inverse agonist project, full-deck HTS. HTR5A cell line, inverse agonism. 0.083% of 340,000 active. inhibition, % at 9.3 µM. 5-hydroxytryptamine receptor 5A (Homo sapiens), P47898; in the data active means inhibition mostly above about 23%, no sharp cut-off; inactive means mostly below about 18%;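 further: 0% = cells with DMSO and 100% = no-cell wells with DMSO; some compounds called inactive have numbers as strong as hits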
phage Ecoli inh = growth loss of phage-infected E. coli, primary screen, RecBCD inhibitor project, absorbance, with phage, HTS; inhibition, % at 11.9 µM; 0.26% of 360,000 active; AID 651602, 2012; in the data active means inhibition above about 11%
SUMO Mot1 rescue = yeast Mot1-301 growth rescue at high temperature, primary screen, SUMOylation pathway inhibitor project, S. cerevisiae, ATP luminescence, 38.5C. growth rescue, % at 18.8 µM. S. cerevisiae Mot1-301 growth rescue; percent above DMSO median, 100 means doubled. 1% of 320,000 active. AID 2716, 2010;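 active means every valid replicate shows activation above 250% relative to neutral control wells; inactive means the rest, any valid replicate at or below 250%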;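 further: OY570 slx delta 5 strain wells were the positive control but not used for scaling; some compounds called inactive have numbers as strong as hits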
Ecoli viability = E. coli V3065 growth inhibition, primary screen, counter-screen for AddAB inhibitor project, absorbance, OD600; 18 h; AID 449728, 2010; inhibition, % at 11.9 µM; 0.27% of 330,000 active;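 active means inhibition above the campaign's mean inhibition across all tested compounds plus 3 SD, cut at about 9.9% in these data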;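 further: uninfected addAB+ strain grown without phage in ampicillin broth; 0% = DMSO wells and 100% = ciprofloxacin 0.95 µg/ml wells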
* marks the source's active call; other numbers are inactive results; . = no result given; & = joins results of further samples.

(1) CCc1ccc(C(=O)/C=C/Nc2ccc(S(=O)(=O)Nc3cnc4ccccc4n3)cc2)cc1
(2) O=S1(=O)CCO[C@H]2Cc3ccccc3[C@H]2N1Cc1ccc(F)cc1
(3) COc1ccc2c(-c3ccccc3)cc(SCC(=O)NC3CCS(=O)(=O)C3)nc2c1 (configuration not stated)
(4) O=C(NN1CCOCC1)c1sc2cccc(F)c2c1Cl
(5) CCOC(=O)c1cccc(N2CC3CNC(=O)C2(C(=O)OC)N3C)c1 (configuration not stated)
Screen / compound no.,1,2,3,4,5
PfHsp90 yeast 2,-16&11,27,21,.,-1
MOR-DOR ag,-2.9&-4.1,-0.8,0.7,-1.3,-3.1
PKA-R1A act,-1&-13,-6,4,5,-5
Pemphigus Ab inh,114&83,104,96,114,102
OPRM1-OPRD1 inv,15&21,5,-5,6,18
AddAB inh,2.5,2.2,1.7,0.5,3.4
HTR5A ag ctr,4&3,-1,-2,-1,-1
HTR5A inv ag,-16&1,-2,6,2,3
phage Ecoli inh,3.0&0.5,2.4,2.3,1.1,0.7
SUMO Mot1 rescue,-23,23,-11,62,3
Ecoli viability,4.3,-0.3,-2.3,0.2,2.4

(6) COc1ccc(C2N(S(=O)(=O)c3ccc(C)cc3)CCN2S(=O)(=O)c2ccc(C)cc2)cc1
(7) CNS(=O)(=O)c1cc(NC(=O)c2cccc3cccnc23)ccc1C
(8) CCn1c(COc2ccccc2C)nnc1SCC(=O)NC1CCCC1
(9) Cc1ccc(S(=O)(=O)N2CCC[C@H]2C(=O)OCC(=O)N2CCc3ccccc32)cc1
(10) Clc1ccc(-c2noc(CN3CCOCC3)n2)cc1
Screen / compound no.,6,7,8,9,10
PfHsp90 yeast 2,-10,9,.,17,-7
MOR-DOR ag,-3.9,-1.9,-0.8,0.9,.
PKA-R1A act,-12,1,-17,-7,.
Pemphigus Ab inh,100,111,86,.,93
OPRM1-OPRD1 inv,17,10,4,-4,.
AddAB inh,2.8,3.3,0.7,1.0,-2.1
HTR5A ag ctr,-6,1,3,1,.
HTR5A inv ag,18,-16,-8,-2,.
phage Ecoli inh,2.2,2.6,-1.2,2.0,4.0
SUMO Mot1 rescue,-4,-9,2,-5,1
Ecoli viability,1.8,0.4,-0.1,0.2,-3.3

(11) COc1ccccc1N1C(=O)CC(Nc2ccc(N3CCOCC3)cc2)C1=O (configuration not stated)
(12) Fc1ccc(C(c2nnnn2CCc2ccccc2)N2CCCc3ccccc32)cc1 (configuration not stated)
(13) CCC(CCCO)CCC[C@H](C)CCC1OCCO1 (some centres not stated)
(14) COc1ccc(CCNC(=O)c2nn(C)c3c2CS(=O)(=O)c2ccccc2-3)cc1OC
(15) COC(=O)CSc1ccc2nnc(-c3ccc(F)cc3)n2n1
Screen / compound no.,11,12,13,14,15
PfHsp90 yeast 2,12,4,7,-7,9
MOR-DOR ag,2.7,2.0,3.8,-0.4,-0.7
PKA-R1A act,-1,1,-2,-10,-8
Pemphigus Ab inh,99,94,109,97,94
OPRM1-OPRD1 inv,-14,-11,-22,2,3
AddAB inh,1.6,1.4,1.4,3.0,0.8
HTR5A ag ctr,1,1,-2,-2,1
HTR5A inv ag,-7,1,-4,-8,6
phage Ecoli inh,1.9,2.3,1.0,.,0.6
SUMO Mot1 rescue,-20,.,2,4,-16
Ecoli viability,-0.5,-0.2,2.7,-1.4,-1.2

(16) COc1ccc(CCN(C)C(=O)/C=C/c2c(Cl)nc3ccccn23)cc1OC
(17) COc1ccc(C(C(=O)NCc2ccc(F)cc2)N(C(=O)c2csnn2)C2CC2)cc1 (configuration not stated)
(18) Cc1c(C(=O)N2CCN(c3ccccn3)CC2)oc2ccccc12
(19) NC(=O)c1ccsc1NC(=O)COC(=O)C1CC2CCCC(C1)C2=O (configuration not stated)
(20) CCN(Cc1nc2ccccc2c(=O)[nH]1)C(=O)c1ccc(C)c(NC(=O)c2ccco2)c1
Screen / compound no.,16,17,18,19,20
PfHsp90 yeast 2,-17,-12,.,15,-19
MOR-DOR ag,-3.1,-3.6,1.2,-4.1,-1.8
PKA-R1A act,3,8,1,2,-2
Pemphigus Ab inh,101,106,129,100,101
OPRM1-OPRD1 inv,17,19,-7,22,9
AddAB inh,-0.6,1.4,2.3,1.3,2.9
HTR5A ag ctr,-1,-1,-2,2,-3
HTR5A inv ag,3,16,-2,22,11
phage Ecoli inh,1.6,0.5,3.0,1.5,3.1
SUMO Mot1 rescue,-2,211,13,-6,-13
Ecoli viability,0.4,1.3,0.8,0.9,2.6

(21) COc1ccc(/C=N/NC(=O)C2COc3ccccc3O2)cc1OC (configuration not stated)
(22) CCOC(=O)c1ccc(-c2n[nH]c(=O)c3ccccc23)cc1
(23) C=CC[C@@H](CC(=O)OC(C)(C)C)C(=O)OC[C@H]1CCCN1C(=O)[C@@H](CC=C)CC(=O)NCCO
(24) COc1ccc(C(F)(F)F)cc1NC(=O)c1nc2nc(C)cc(C(F)F)n2n1
(25) O=C(COC(=O)c1cccc2ccccc12)NCCCc1ccccc1
Screen / compound no.,21,22,23,24,25
PfHsp90 yeast 2,-34,5,10,-5,-17
MOR-DOR ag,1.5,-2.0,-2.6,-3.7,-1.1
PKA-R1A act,-8,-5,1,-6,-5
Pemphigus Ab inh,104,96,100,105,99
OPRM1-OPRD1 inv,-8,11,15,16,5
AddAB inh,4.2,1.5,3.6,0.7,0.6
HTR5A ag ctr,-1,6,-3,6,3
HTR5A inv ag,4,-1,-7,10,-31
phage Ecoli inh,1.4,1.4,1.3,2.1,2.1
SUMO Mot1 rescue,9,-31,-16,6,-3
Ecoli viability,4.9,3.8,-1.5,-0.5,-1.5

(26) Cc1cccn2c(=O)nc(SCC(=O)NCc3ccccc3Cl)nc12
(27) COC(=O)Cc1c(C)c2ccc(OC3CCCCC3=O)cc2oc1=O (configuration not stated)
(28) COc1cc(OC)c([N+](=O)[O-])cc1/C=N/NC(=O)c1ccncc1
(29) O=C(NCc1ccccn1)c1nc(-c2cccs2)no1
(30) CCCCCc1nnc(NC(=O)C(=O)OCC)s1
Screen / compound no.,26,27,28,29,30
PfHsp90 yeast 2,.,15,-19,-12,.
MOR-DOR ag,-1.7,-1.7,-0.6,-1.3,-1.7
PKA-R1A act,2,-7,6,-3,-2
Pemphigus Ab inh,107,99,94,99,102
OPRM1-OPRD1 inv,11,8,3,9,9
AddAB inh,2.5,.,-0.8,1.6,1.0
HTR5A ag ctr,3,-1,-3,-5,5
HTR5A inv ag,-9,3,8,12,-37
phage Ecoli inh,4.1,-1.8,2.5,1.7,3.2
SUMO Mot1 rescue,-26,20,-9,4,-2
Ecoli viability,2.1,.,-1.5,1.2,0.4

Exported with values under each structure: part of the list above
The line under a structure holds: PfHsp90 yeast 2, MOR-DOR ag, PKA-R1A act, Pemphigus Ab inh, OPRM1-OPRD1 inv, AddAB inh, HTR5A ag ctr, HTR5A inv ag, phage Ecoli inh, SUMO Mot1 rescue, Ecoli viability
27) COC(=O)Cc1c(C)c2ccc(OC3CCCCC3=O)cc2oc1=O (configuration not stated)
  15, -1.7, -7, 99, 8, ., -1, 3, -1.8, 20, .
28) COc1cc(OC)c([N+](=O)[O-])cc1/C=N/NC(=O)c1ccncc1
  -19, -0.6, 6, 94, 3, -0.8, -3, 8, 2.5, -9, -1.5

Three entries from above, ordered by the value under Pemphigus Ab inh, highest first.
| entry | Structure | Pemphigus Ab inh |
| --- | --- | --- |
| 26 | Cc1cccn2c(=O)nc(SCC(=O)NCc3ccccc3Cl)nc12 | 107 |
| 27 | COC(=O)Cc1c(C)c2ccc(OC3CCCCC3=O)cc2oc1=O (configuration not stated) | 99 |
| 28 | COc1cc(OC)c([N+](=O)[O-])cc1/C=N/NC(=O)c1ccncc1 | 94 |

Carrying on.
(31) Cc1nc2ccccn2c1C(=O)c1ccccc1
(32) Cc1ccc(C(=O)O/N=C/c2c(C(F)(F)F)nn(C)c2Sc2ccc(Cl)cc2)cc1
(33) CC(C)(C)OC(=O)N/N=C\c1ccc([N+](=O)[O-])s1
(34) COc1cccc(C(=O)NC2CC3CCC(C2)N3Cc2ccccc2)c1 (configuration not stated)
(35) COc1cc(CN2CCN(Cc3ccc(C)cc3)C(CCO)C2)ccc1O (configuration not stated)
Screen / compound no.,31,32,33,34,35
PfHsp90 yeast 2,-30,-19,17,0,-9
MOR-DOR ag,-0.4,-1.5,2.8,-1.8,-1.2
PKA-R1A act,6,-10,12,5,10
Pemphigus Ab inh,103,109,103,112,109
OPRM1-OPRD1 inv,2,8,-14,10,6
AddAB inh,0.5,-1.8,7.1,2.5,-2.4
HTR5A ag ctr,0,-1,1,-3,0
HTR5A inv ag,-1,-11,-3,10,4
phage Ecoli inh,3.0,4.1,5.0,2.9,-0.1
SUMO Mot1 rescue,83,-12,115,-15,43
Ecoli viability,-3.5,-0.9,3.2,0.8,-1.0

(36) Cc1cc(=O)oc(C)c1C(=O)N1CCCCC1
(37) NC(=O)c1ncn([C@@H]2O[C@H](CNC(=O)[C@@H](N)Cc3cccnc3)[C@@H](O)[C@H]2O)n1
(38) C/C(=C\c1ccccc1)CN1CCN(Cc2ccc(C)o2)C(CCO)C1 (configuration not stated)
(39) COc1ccc(NS(=O)(=O)Cc2ccccc2)cc1OC
(40) CN(C(=O)Cn1nc(C(=O)O)c2ccccc2c1=O)c1ccccc1
(41) Cn1nccc1NC(=O)CC(CC(=O)O)c1ccccc1 (configuration not stated)
(42) C/C(=N/NS(=O)(=O)c1cc(C)ccc1C)c1c[nH]c2ccccc12
Screen / compound no.,36,37,38,39,40,41,42
PfHsp90 yeast 2,-16,-1,6,17,0,-2,1
MOR-DOR ag,-0.7,-3.2,-1.0,-1.3,-2.0,-3.2,0.8
PKA-R1A act,0,1,1,-4,-7,-7,-4
Pemphigus Ab inh,105,93,106,96,.,113,102
OPRM1-OPRD1 inv,4,15,5,7,13,17,-4
AddAB inh,2.2,.,0.9,-0.8,2.5,1.8,-1.3
HTR5A ag ctr,7,1,2,4,0,1,12*
HTR5A inv ag,-3,-2,-5,11,-1,1,-5
phage Ecoli inh,1.0,1.3,2.8,-0.2,1.4,1.8,2.1
SUMO Mot1 rescue,2,.,-2,.,-13,-14,3
Ecoli viability,3.5,.,0.7,0.4,0.8,2.4,-0.4

Compound activity deposited in PubChem BioAssay by several laboratories.
